# MITF TRPM1 HTS: activators of MITF-driven TRPM1 promoter reporter, primary screen, cell-based, SK-MEL-5, luciferase, single point | SK-MEL-5 TRPM1-promoter luciferase, 24 h; % of positive control, neutral wells = 0 | activation, % at 12.5 µM | 300,000 compounds, 0.75% hits;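 active means mean activation of at least 80% with every replicate also reaching 80%; inconclusive means mean reaches 80% but some replicate falls short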;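 further: 0% = neutral control wells and 100% = parthenolide positive control wells; values of inactives mirror those of a sister screen read the other way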
# SR-BI DiI inh: inhibitors of SR-BI mediated HDL lipid uptake, primary screen, ldlA[mSR-BI] cells, fluorescence, single point. inhibition, % at 12.5 µM. ldlA[mSR-BI] CHO cells, DiI-HDL uptake fluorescence, 3 h. AID 488896, 2010. Scavenger receptor class B member 1 (Mus musculus), Q61009. 320,000 compounds, 0.96% hits;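 active means mean replicate inhibition of at least 70% and a set share of replicates each scoring 70 or more; inconclusive means meets just one of the two criteria; inactive means fails both criteria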;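 further: 0% = median of neutral control wells and 100% = median of positive control wells; values of inactives mirror those of a sister screen read the other way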
# Target sequence (Q61009 whole entry, looked up): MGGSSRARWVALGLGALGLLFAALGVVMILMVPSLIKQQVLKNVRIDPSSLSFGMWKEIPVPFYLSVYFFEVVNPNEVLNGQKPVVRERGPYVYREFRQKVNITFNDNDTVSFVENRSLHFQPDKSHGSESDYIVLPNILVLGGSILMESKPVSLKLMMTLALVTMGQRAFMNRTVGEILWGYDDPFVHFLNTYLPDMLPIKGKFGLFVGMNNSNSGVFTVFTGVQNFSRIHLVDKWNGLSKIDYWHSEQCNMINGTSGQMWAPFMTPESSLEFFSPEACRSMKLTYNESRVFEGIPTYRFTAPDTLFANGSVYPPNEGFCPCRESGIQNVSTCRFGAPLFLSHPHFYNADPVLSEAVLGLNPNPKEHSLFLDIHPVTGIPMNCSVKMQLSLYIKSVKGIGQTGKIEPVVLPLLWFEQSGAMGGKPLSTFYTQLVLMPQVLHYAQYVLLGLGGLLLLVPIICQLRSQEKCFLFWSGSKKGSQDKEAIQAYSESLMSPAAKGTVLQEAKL
# Wnt bcat act: Wnt/beta-catenin pathway activators, primary screen, cell-based, plate reader, single point; Wnt/beta-catenin reporter cell assay, activator; activation, % at 9.35 µM; 300,000 compounds, 1.2% hits; in the data active means activation above about 30%, passing the limit was not always enough; inconclusive means no clear call, values can overlap the other calls;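 further: 0% = neutral control wells and 100% = positive control wells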
# PvdQ inh: P. aeruginosa PvdQ acylase inhibitors, primary screen, biochemical, fluorescence, plate reader and imaging, single point; 340,000 compounds, 0.063% hits; PvdQ acylase [Pseudomonas aeruginosa LESB58]; inhibition, % at 10 µM; purified PvdQ acylase; in the data active means inhibition above about 30%, passing the limit was not always enough; inconclusive means no clear call, values can overlap the other calls;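 further: 0% = vehicle neutral wells and 100% = reference inhibitor wells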
# CDK5 inh: inhibitors of human CDK5/p35 kinase, primary screen, biochemical, single concentration | Cyclin-dependent kinase 5 (Homo sapiens) + Cyclin-dependent kinase 5 activator 1 (Homo … | Recombinant CDK5/p35, ADP-Glo luminescence, 60 min | inhibition, % at 10 µM | 330,000 compounds, 0.01% hits;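 active means highest replicate inhibition of at least 50% and at least 75% of replicates reaching 50%; inconclusive means only one of the two criteria met; inactive means both criteria failed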;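 further: plate controls were DMSO neutral control for no effect and GW8510 at 10 µM for full effect; many of its hits are not listed in these tables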
# dFosB activator: activators of delta FosB homodimer, primary screen, biochemical, fluorescence polarization, TAMRA-CDK5 oligo, single point; Protein FosB (Mus musculus), P13346; purified delta FosB; percent of positive-control signal above neutral wells; activation, % at 25 µM; 340,000 compounds, 0.99% hits; AID 493131, 2011;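 active means mean activation above about 17%, with every replicate also reaching it, limit read from the data, passing the limit was not always enough; inconclusive means only one of the two conditions met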;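 further: fluorescence polarization rise as delta FosB binds a TAMRA Cdk5 AP-1 oligo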
# Target sequence (P13346 whole entry, looked up): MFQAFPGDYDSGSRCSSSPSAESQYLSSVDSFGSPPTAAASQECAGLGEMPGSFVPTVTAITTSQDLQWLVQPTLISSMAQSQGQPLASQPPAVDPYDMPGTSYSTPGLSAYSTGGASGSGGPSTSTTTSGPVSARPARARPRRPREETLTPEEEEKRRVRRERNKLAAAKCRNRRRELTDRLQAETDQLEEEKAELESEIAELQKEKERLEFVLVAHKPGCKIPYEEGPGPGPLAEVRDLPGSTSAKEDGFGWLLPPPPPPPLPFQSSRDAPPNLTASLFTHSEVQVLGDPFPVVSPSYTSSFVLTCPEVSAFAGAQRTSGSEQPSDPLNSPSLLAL
# Rtt109 HAT inh: inhibitors of C. albicans Rtt109/Vps75 HAT, primary screen, biochemical, ThioGlo CoA-SH fluorescence, plate reader | Histone acetyltransferase RTT109 (Candida albicans (strain SC5314 / ATCC MYA-2876)), … | purified Rtt109/Vps75, 4 h | inhibition, % at 34.9 µM | 330,000 compounds, 0.16% hits | AID 540336, 2011;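 active means inhibition of at least 50% in every replicate; inconclusive means best replicate reaches 50% inhibition but some replicates fall short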
# HTR5A ag: HTR5A agonists in luminescence cell assay, primary screen, counter-screen for OPRM1-OPRD1 heterodimer agonist project, full-deck HTS | activation, % at 9.3 µM | AID 504692, 2011 | 340,000 compounds, 0.61% hits | 5-hydroxytryptamine receptor 5A (Homo sapiens), P47898 | cell-based; in the data active means activation mostly above about 9.5%, no sharp cut-off; inactive means mostly below about 7.6%;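 further: 0% = cells with vehicle only and 100% = reference agonist; strong numbers were not always called active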
# RTF Ca sens act: cardiac RTF calcium sensitivity activators, primary screen, biochemical, IANBD-TnC fluorescence, EC20 calcium. Troponin I, cardiac muscle (Homo sapiens) + Troponin T, cardiac muscle (Homo sapiens) + …. IANBD-labeled TnC RTF fluorescence at EC20 calcium; 0% EC20 calcium, 100% full calcium. activation, % at 7.2 µM. 340,000 compounds, 0.24% hits. AID 493008, 2010;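 active means activation above the mean over all tested compounds plus 3 SD, cut at about 30% in these data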;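 further: rise in fluorescence read as greater calcium sensitivity of cardiac thin filaments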
# SR-BI uptake up: activators of SR-BI mediated DiI-HDL uptake, primary screen, ldlA[mSR-BI] CHO cells, DiI fluorescence; 3 h; 100 = double the neutral-control signal; activation, % at 12.5 µM; 320,000 compounds, 0.096% hits; AID 504775, 2011;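 active means mean replicate activation of at least 60% and every replicate at or above 60%; inconclusive means mean or all-replicate condition met, but not both; inactive means mean below 60% and not all replicates reaching 60%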;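 further: 0% = median plate neutral-control signal and 100% = twice that signal; values of inactives mirror those of a sister screen read the other way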
#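 Assay system: LDL receptor-deficient CHO ldlA cells overexpressing murine SR-BI / Medium: BSA-supplemented, HEPES-buffered Ham's F12, pH 7.4 / Probe or stimulus: DiI-labelled HDL at 10 µg/mL final / Timing: compound with DiI-HDL co-incubation, 3 h at 37 °C / Technique: bottom-read cell fluorescence after medium removal, ex 550/em 595 nm / Measure: HDL uptake via cellular fluorescence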
# * hit, by the source's call; ? = inconclusive; / = no result given.
SMILES,MITF TRPM1 HTS,SR-BI DiI inh,Wnt bcat act,PvdQ inh,CDK5 inh,dFosB activator,Rtt109 HAT inh,HTR5A ag,RTF Ca sens act,SR-BI uptake up
Cn1c(COc2cccc3ccccc23)nnc1SCC(=O)OC1CCCCC1,9.8,1.7,-3.2,2.4,-0.7,-7.6,17.4,2.4,1.8,-1.7
O=C1C=C(c2ccccc2)C[C@@H](c2ccc3c(c2)OCO3)C1,2.4,19.2,0.0,0.7,-1.2,1.1,7.4,-3.5,-2.3,-19.2
C#CCn1c(=NC(=O)c2ccco2)sc2cccc(Cl)c21,5.9,/,5.5,-6.8,-3.0,26.2*,-22.4,-0.8,2.5,/
NC(=O)c1ccc(NC(=O)CCCc2nc(-c3ccccc3Cl)no2)cc1,/,10.1,/,4.9,-1.7,1.1,-1.8,2.7,2.5,-10.1
COc1ccc(N(C(=O)c2snc(C(N)=O)c2N)C(C(=O)NC2CCCC2)c2cccs2)c(OC)c1 (stereo not given),4.8,-1.0,-0.5,-9.6,1.5,-5.3,10.4,-3.4,-4.6,1.0
COc1cc2cc(CN(CCO)C(=O)c3cccs3)c(=O)[nH]c2cc1OC,-8.7,2.5,/,10.0,1.1,-0.5,-9.6,-2.3,-2.7,-2.5
Cc1csc(NC(=O)c2nn(C)c(C)c2[N+](=O)[O-])n1,14.7,-31.3,5.7,-4.3,0.8,1.3,-4.0,1.9,6.4,31.3
COc1ccccc1CN(C)C(=O)c1cc(-c2cccs2)nc2ccccc12,-6.1,/,1.1,-6.6,0.7,-8.3,-9.4,3.3,-2.6,/
O=C1COc2ccc(C(=O)COC(=O)c3ccccn3)cc2N1,5.3,0.1,-3.5,-10.3,0.2,-9.6,-2.3,1.5,-1.4,-0.1
Cc1ccccc1NC(=O)CSc1ccc(-c2ccccn2)nn1,4.1,37.3,2.8,-14.6,0.7,-12.7,-0.7,3.4,-1.1,-37.3
O=C(NCc1ccccc1)C1=C[C@@H](c2ccc(C(F)(F)F)cc2)C[C@@H](OCCCCO)O1,5.7,11.5,-3.5,-10.6,-0.8,-12.9,1.6,0.7,3.1,-11.5
CCOP(=O)(NC12CC3CC(CC(C3)C1)C2)NC12CC3CC(CC(C3)C1)C2,-5.3,/,-0.2,-11.1,-0.3,-13.5,-2.6,-1.6,-1.2,/
O=C(N/N=C/c1ccc(OCc2cnc(Cl)s2)cc1)c1ccncc1,35.1,25.5,2.2,-10.6,-3.7,-11.2,-3.6,-0.6,0.8,-25.5
Cc1nnc(N/N=C/c2c[nH]c3ccccc23)[nH]c1=O,14.1,7.9,4.9,2.2,-3.4,-3.3,17.8,2.1,2.2,-7.9
COc1ccc(N2C(=O)C3CCCN3C2c2ccc(Cl)cc2)cc1 (stereo not given),2.6,-0.1,-2.2,-6.7,0.7,-5.7,-11.8,-0.8,0.2,0.1
O=C(Nc1ccccc1C(=O)Nc1ccccc1)c1ccco1,11.4,27.4,-0.8,4.4,0.3,-11.9,2.1,0.9,-5.6,-27.4
O=C1Nc2ccccc2/C1=C/c1cnc(-c2ccccc2)[nH]1,/,2.7,41.3*,2.8,0.4,?,5.4,-0.6,36.4*,-2.7
CCCOc1cccc(C2/C(=C(\O)c3ccc4c(c3)OCCO4)C(=O)C(=O)N2CCCn2ccnc2)c1 (stereo not given),-5.3,2.8,-0.4,-3.3,2.3,-13.7,-14.9,-3.5,7.4,-2.8
OC(COCCC12CC3CC(CC(C3)C1)C2)CN1CCCCC1 (stereo not given),15.7,-1.1,-4.1,3.8,-0.5,-1.3,/,3.1,1.4,1.1
O=C1CC(C(=O)Nc2cccc(F)c2)n2ncnc2N1 (stereo not given),32.3,15.7,-2.5,-5.0,-1.6,-2.9,-16.2,4.7,-2.9,-15.7
Cc1cc(C)cc(NC(=O)C(OC(=O)c2ccc([N+](=O)[O-])o2)c2ccccc2)c1 (stereo not given),25.8,-16.2,1.0,-2.8,2.3,5.5,3.8,4.7,-3.1,16.2
O=C(Nc1cccc(S(=O)(=O)N2CCCCC2)c1)c1ccc(OCC2CCCO2)cc1 (stereo not given),-4.5,27.9,-0.8,-8.3,-0.9,/,-1.6,-1.8,-0.4,-27.9
Cc1nc2ccc([N+](=O)[O-])cc2[nH]1,9.6,-18.2,-1.2,-9.5,1.0,6.8,-18.5,3.9,-1.2,18.2
COc1cc(/C=N/NC(=O)c2ccc3ccccc3c2)ccc1Oc1ccc([N+](=O)[O-])cn1,-2.3,60.4,-2.7,4.7,0.1,5.6,7.7,1.7,-0.9,-60.4
CCOC(=O)CSc1nc(N)c2c3c(sc2n1)CCCC3,23.3,-5.7,-0.7,-15.3,0.2,-2.5,-2.2,5.4,-7.6,5.7
Cn1c(O)c(N=NC(=O)CNC(=O)c2ccco2)c2ccccc21,2.8,-9.2,4.8,-5.6,-0.9,-0.5,4.0,5.8,-4.2,9.2
CCN(CC(=O)Nc1cccc(S(=O)(=O)N2CCOCC2)c1)Cc1ccccc1,-3.6,-10.2,-1.8,-19.8,0.1,3.6,-6.5,1.1,-7.7,10.2
CC1CCN(c2ccc(-c3cccc(NC(=O)C(F)(F)F)c3)nn2)CC1,-33.1,31.6,-8.4,9.5,-1.4,0.8,8.2,-1.0,-0.6,-31.6
Cc1ccc(C(=O)c2coc3ccc(O)c(Cl)c23)cc1,/,-42.2,66.7*,6.8,0.8,-4.3,8.9,3.6,-10.2,42.2
COc1ccccc1N1CCN(C(=O)CCNS(=O)(=O)c2ccc(Br)s2)CC1,11.7,20.4,/,-9.9,-1.5,-5.4,-8.2,-13.6,3.4,-20.4
CC(C)(C)c1nnc(NC(=O)C2CC(=O)N(CCc3ccc(F)cc3)C2)s1 (stereo not given),4.0,/,-3.4,-6.1,-2.0,-0.4,-6.2,0.5,-7.3,/
Cc1nc2ccc(NC(=O)c3ccc4ccccc4n3)cc2s1,67.8,3.7,25.1,6.2,-2.4,-5.7,0.0,-6.3,-0.5,-3.7
Cc1ccc(-c2cc(-c3c(C)nn(C)c(=O)c3N)[nH]n2)cc1,52.9,5.7,-3.3,-15.3,-1.1,-7.7,2.7,3.4,3.8,-5.7
CCOC(=O)c1c(NC(=S)Nc2ccc(OC)cc2)sc2c1CCC2,18.8,49.5,-4.6,7.2,0.1,-3.9,-2.7,-0.7,-8.6,-49.5
COc1ccccc1CCC(=O)N1CCC(n2nccc2NC(=O)C2CCOC2)CC1 (stereo not given),-3.3,-0.3,1.3,3.0,1.8,-0.3,7.4,-2.0,4.1,0.3
CCc1ccccc1NC(=O)c1cc(S(=O)(=O)N2CCCC2)c[nH]1,-0.6,25.4,-5.8,-6.9,0.5,-4.5,-5.6,6.0,-5.5,-25.4
CCn1c(SCC(=O)c2cccs2)nnc1-c1cccs1,-8.6,-9.0,/,-19.6,-3.7,-11.4,-1.7,2.9,3.8,9.0
CCOC(=O)c1ccc(N2C(=O)CC(Sc3nnc(C)s3)C2=O)cc1 (stereo not given),3.0,15.7,-0.2,-7.3,0.2,-6.8,7.1,8.2,9.7,-15.7
CCCCC/C=N\NC(=O)Cc1ccc([N+](=O)[O-])cc1,-5.1,-8.4,-0.1,-5.3,0.2,-2.4,-2.5,-0.5,1.6,8.4
COC(=O)/C=C1\NCCNC1=O,-0.1,-20.5,0.0,-13.4,0.9,-1.3,-8.2,0.6,5.2,20.5
CCC1(C)Cc2ccccc2-c2nc(NCCCO)[nH]c(=O)c21 (stereo not given),10.2,9.8,-0.8,-13.8,0.7,3.2,-6.6,0.1,-0.1,-9.8
Cc1cc(C)n(C(=O)c2c([N+](=O)[O-])c(C)nn2C)n1,5.8,-46.5,/,1.2,-1.1,-20.4,0.3,-0.9,1.4,46.5
O=c1c(-c2ccc(O)cc2O)coc2cc(O)cc(O)c12,5.3,11.1,-1.8,-5.6,-3.1,-2.0,-8.3,4.5,16.5,-11.1
CCOc1ccc(Oc2ccc(Cl)cc2N)cc1,7.2,16.1,0.5,-0.8,-0.7,-7.8,4.9,-2.9,2.7,-16.1
COCn1c(-c2ccc(OC)cc2)nc2ccccc21,60.1,10.9,?,-16.2,1.3,0.5,10.6,-0.2,-0.3,-10.9
CC1=C(C#N)C(c2ccccc2)C2=C(N1)c1ccccc1C2=O (stereo not given),-14.2,15.3,-7.9,12.5,0.1,-1.8,6.9,-0.1,0.2,-15.3
CCOC(=O)CN1CC23C=CC(O2)C(C(=O)Nc2ccc(C(C)=O)cc2)C3C1=O (stereo not given),/,1.3,0.4,-5.6,-1.3,1.2,-18.4,10.4,5.3,-1.3
COc1ccc(CCNC(=O)c2ccc(CNS(=O)(=O)c3cc(C)ccc3C)cc2)cc1OC,-8.8,78.9*,/,-10.6,0.4,-5.9,-1.7,2.9,3.5,-78.9
COc1ccc(S(=O)(=O)NC(CC(=O)NCC2CCCO2)c2ccco2)cc1 (stereo not given),5.7,-25.6,/,-11.7,-0.4,7.3,2.3,-10.1,-2.8,25.6
O=C(COC(=O)CCc1nc2ccccc2s1)Nc1cccc(S(=O)(=O)N2CCOCC2)c1,/,-11.1,-5.5,-12.1,1.4,-15.6,5.3,0.5,3.7,11.1
N#CCCN1CCN(C(CNS(=O)(=O)c2ccc(Cl)cc2)c2ccccc2)CC1 (stereo not given),-7.8,-7.2,2.0,-2.4,-0.9,10.5,-11.2,1.8,-0.9,7.2
Cc1ccc(NC(=S)N/N=C2\CCCCC2C)cc1 (stereo not given),15.6,18.1,1.5,-8.4,-0.9,-4.9,1.0,0.3,-1.8,-18.1
Cc1nn(CCC(=O)NNC(=S)Nc2ccc(Cl)cc2)c(C)c1[N+](=O)[O-],/,10.9,-5.0,-3.7,5.8,-8.9,-4.6,-1.8,-1.4,-10.9
